# hERG WT inh = inhibitors of human wildtype KCNH2 potassium channel; Q12809; U2OS, BacMam KCNH2, thallium flux FluxOr; hits give low values; activity change, % at 1.84 µM; 0.37% of 340,000 active;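 active means maximum activity change below -70%; inconclusive means maximum activity change between -70% and -50%; inactive means maximum activity change above -50%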; further: on the % scale 0 is the no-effect control and ±100 the full control effect
#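 U2OS cells were transduced with wild-type KCNH2 virus (2.03 x 10^8 / mL) for 4 h at room temperature, then cultured overnight at 37 C. Thallium flux was read with FluxOr dye. Rate constants were normalized to DMSO controls.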
# TCR act = T cell receptor activation | primary human leukocytes, anti-CD3, IL-2 HTRF, 48 h | Potency, µM (highest dose often 9.22 µM), without a hit: top-dose activation of IL-2 secretion, usual class: activators | 330,000 tested, under 10 active; further: % of control where 0% means no effect
#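 Primary human leukocytes receive a-CD3 beads and test compound and are incubated 48 hr. Secreted IL-2 is then assayed by HTRF, measuring 665nm acceptor emission after 320nm excitation of the europium donor.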
# KCNH2 3.1 inh = inhibitors of human KCNH2 3.1 potassium channel isoform | 0.95% of 340,000 active | activity change, % (tested at about 1.8 µM) | AID 720553 | U2OS KCNH2 3.1, thallium flux FluxOr; hits give low values;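 active means maximum activity change below -70%; inconclusive means maximum activity change from -70% to -50%; inactive means maximum activity change above -50%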;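 further: thallium influx rate constant from kinetic fluorescence after stimulation buffer; on the % scale 0 is the no-effect control and ±100 the full control effect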
#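 Thallium flux via FluxOr fluorescence (Red40 quencher, 45 min loading) in U2OS cells virally expressing the KCNH2 3.1 isoform (1.77 x 10^8 /mL virus, overnight at 37 C). Rate constants from 2-min kinetic reads post-stimulation, normalised to positive and negative controls.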
# ELG1 DNA repair = ELG1-dependent DNA repair inhibition | HEK293T ELG1-luciferase reporter, luminescence, 16 h; DNA damage induced by 5-fluorouridine | Potency, µM (top dose mostly 46.1 µM), inactives show top-dose activity change, negative = inhibition, usual class: inhibitors | 2.3% of 330,000 active; further: potency means the concentration at half of the fitted maximal effect; on the % scale 0 is the no-effect control and ±100 the full control effect; nearly all actives have a fitted effect of over 55% in size
#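 DMSO vehicle served as the neutral condition. Each well held 2,000 cells given 5-fluorouridine plus compound; after 16 hr at 37 °C/5% CO2, ONE-Glo was added and luciferase measured 30 min later.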
# USP2a inh = blocks human ubiquitin-specific protease USP2a | O75604 | USP2 core, Ub-CHOP2 coupled fluorogenic reporter, 485/531 | 0.01% of 330,000 active | AID 463254 | Potency, µM (titrated, usually from 38.3 µM), without a hit: top-dose activity change, negative = inhibition, most hits filed as inhibitors;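 further: potency means the concentration at half of the fitted maximal effect; plate controls were DMSO wells for no effect and full inhibition by NEM control for full effect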
#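 Deubiquitinase activity read as fluorescence (485/531 nm) after Ub-CHOP2 cleavage activates the enterokinase reporter on its substrate; USP2 core 10nM, Ub-CHOP2 and substrate 25nM each, 30min compound preincubation then 60min RT; data normalized to NEM, curves fitted.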
# AT treatment = potential ataxia-telangiectasia treatment; […] A-T fibroblasts, KAP-1 phosphorylation AlphaLISA; neocarzinostatin DNA damage 30 min before lysis; Potency, µM (titrated, usually from 57.5 µM), without a hit: top-dose activation, actives largely listed as activators; 0.19% of 320,000 active; further: potency means the concentration at half of the fitted maximal effect; % of control where 0% means no effect; nearly all actives have a fitted effect of over 45% in size
#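 hTERT-immortalized A-T patient fibroblasts ([…]), 500 cells/well in OPTI-MEM, 1% FBS, got compounds for 60 min, then NCS for 30 min at 37C. Lysates were then assayed for phospho-KAP-1 by AlphaLISA (anti-pKAP1 donor, anti-KAP1 acceptor beads), 6 hr at 25C.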
# TSHR antagonist = human thyrotropin receptor antagonism; activity change, negative = inhibition, % at 11.5 µM; P16473; TSHR-expressing cells, TSH-stimulated cAMP HTRF, 2 h; hits give low values; 0.2% of 330,000 active;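 active means activity change below a set negative limit, meaning inhibition stronger than a set level, cut at about -70% in these data; inconclusive means activity change between two set negative limits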; further: on the % scale 0 is the no-effect control and ±100 the full control effect
#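 Competitive HTRF cAMP read-out (cryptate anti-cAMP antibody, cAMP-d2; 30 min, room temperature) in freshly harvested TSHR cells. Compounds added before TSH at EC80 (4nM final), followed by 2 hours' incubation at 37 deg C.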
# TRPV1 ag = agonists of human vanilloid receptor 1 (TRPV1); Q8NER1; activation, % at 8.33 µM; 0.19% of 320,000 active; TRPV1-expressing cells, Fluo-8 calcium influx, agonist mode; in the data active means activation above about 80%; inconclusive means between about 30% and that limit; further: 0% is about no effect
# Target sequence (Q8NER1 whole entry, looked up): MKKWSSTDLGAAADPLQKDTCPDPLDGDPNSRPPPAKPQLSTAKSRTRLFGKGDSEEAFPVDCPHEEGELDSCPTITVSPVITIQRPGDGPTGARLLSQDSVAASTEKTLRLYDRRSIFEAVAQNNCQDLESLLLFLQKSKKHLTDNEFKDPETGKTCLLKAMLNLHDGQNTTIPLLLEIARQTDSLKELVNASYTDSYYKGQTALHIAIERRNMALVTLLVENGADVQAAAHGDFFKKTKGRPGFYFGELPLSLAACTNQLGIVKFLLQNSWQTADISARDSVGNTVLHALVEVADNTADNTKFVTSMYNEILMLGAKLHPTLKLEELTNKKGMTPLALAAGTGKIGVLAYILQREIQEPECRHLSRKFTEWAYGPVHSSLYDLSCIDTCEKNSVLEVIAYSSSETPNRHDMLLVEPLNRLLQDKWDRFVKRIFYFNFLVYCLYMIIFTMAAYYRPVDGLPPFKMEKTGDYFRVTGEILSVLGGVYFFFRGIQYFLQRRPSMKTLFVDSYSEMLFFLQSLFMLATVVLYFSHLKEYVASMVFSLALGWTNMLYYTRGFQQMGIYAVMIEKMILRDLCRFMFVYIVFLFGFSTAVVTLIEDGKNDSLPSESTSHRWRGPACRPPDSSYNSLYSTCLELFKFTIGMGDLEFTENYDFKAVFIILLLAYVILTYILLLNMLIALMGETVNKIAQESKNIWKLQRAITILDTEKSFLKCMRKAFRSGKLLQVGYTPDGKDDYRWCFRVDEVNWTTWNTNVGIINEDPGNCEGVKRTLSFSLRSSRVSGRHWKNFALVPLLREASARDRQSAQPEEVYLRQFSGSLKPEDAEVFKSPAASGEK
#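 TRPV1-expressing cells were cultured overnight at 35.5C and loaded with Fluo-8 calcium dye for 40 to 90 min at room temperature. After a 10 s baseline, compound was added and calcium influx was read kinetically for 3 min (ex 480/em 520 nm).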
# Mito fusion yeast = inhibitors of mitochondrial division or activators of mitochondrial fusion. S. cerevisiae fusion-defective mutant growth rescue, CellTiterGlo 48 h. Potency, µM (top dose mostly 46.1 µM), for the others: top-dose growth rescue (activation), actives largely listed as activators. 0.23% of 320,000 active. AID 485298;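 further: potency means the concentration at half of the fitted maximal effect; % of control where 0% means no effect; nearly all actives have a fitted effect of over 45% in size; temperature-sensitive fusion mutants such as fzo1-1 at 37 °C on non-fermentable ethanol glycerol medium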
#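 Temperature-sensitive fusion-defective S. cerevisiae (e.g. fzo1-1, mgm1-5) were grown with compound in YPEG medium (3% ethanol, 3% glycerol) for 48 hours at 37C. Growth rescue was measured as viability by CellTiterGlo luminescence after 10 minutes at ambient.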
# Eya2 inh = inhibitors of human Eya2 phosphatase activity. Potency, µM (doses to about 76.9 µM), for the others: at the highest dose activity, negative = inhibition, most hits filed as inhibitors. O00167. 0.006% of 330,000 active. recombinant Eya2, OMFP fluorescence dephosphorylation (OMFP is methylfluorescein phosphate); further: potency means the concentration at half of the fitted maximal effect; on the % scale 0 is the no-effect control and ±100 the full control effect
#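 Eya2 (0.2 uM) preincubated 10 min at ambient with compound, then OMFP substrate added at 50 uM; 10 min reaction in 50 mM HEPES pH 7.5, 50 mM NaCl, 5 uM MgCl2, 0.05% BSA, 1 mM DTT. Fluorescence read at Ex 485/Em 525 nm.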
# The depositor's hits bear a star; ? = inconclusive; . = no result given; & = joins results of further samples; [ ] = dose if it differs, or a comment. Unless noted, the call rests on the fitted dose curve; in most records, active means well fitted curve in the direction sought with a large enough effect; inconclusive means small, poorly fitted or top-dose-only effect, or another doubt; inactive means no such curve, though single readings can be large; an effect the other way counts as inactive or inconclusive. A portion of the library; the hit share may differ from the screen's.
SMILES,hERG WT inh,TCR act,KCNH2 3.1 inh,ELG1 DNA repair,USP2a inh,AT treatment,TSHR antagonist,TRPV1 ag,Mito fusion yeast,Eya2 inh
CC(C)N(C(=O)[C@H]1C[C@H](CC(=O)NCc2cccc(C(F)(F)F)c2)C(=O)N2CCc3c([nH]c4cc(-c5ccco5)ccc34)[C@]12C)C(C)C,-4,-3%[46.1 µM],24,-22%,-12%,-2%,-14,.,.,1%
CCc1cc2cc3c(cc2nc1SCC(=O)Nc1cc(C)on1)OCO3,25,1%,-38,6%,-2%,4%,7,-4,-5%,16%
O=C(O)c1ccc(Nc2c3ccccc3nc3ccccc23)cc1,-5,0%,0,0%,-1%,28µM*,30,2,-4%,4%
CCNC(=O)OCC12CC3CC(CC(C3)C1)C2,13,6%[46.1 µM],4,20%,2%,-1%,2,23,4%,6%
Cc1cccc(C)c1NC(=O)COC(=O)CN1C(=O)C2CCCCC2C1=O (stereo not drawn),11,.,7,4%,1%,4%,-5,-1,-2%,14%
Cc1ccc(NC(=O)COc2ccc(Cl)cc2Cl)cc1S(=O)(=O)N1CCOCC1,-1,9%,-4,?,-12%,17%,-6,-5,26%,7%
Cc1ccc(C(=O)N/N=C\c2ccc3c(c2)OCO3)cn1,-4,-3%,3,20%,-4%,-7%,13,6,-5%,0%
COCCNC(=O)c1ccccc1NS(=O)(=O)c1ccc(C)c([N+](=O)[O-])c1,-2,-2%[46.1 µM],13,1%,3%,11%,5,0,4%,8%
COc1ccc(C(=O)N/N=C(/C)c2cccc(NC(=O)c3ccncc3)c2)cc1OC,7,-1%,-3,?,1%,-2%,-2,-1,-1%,-2%
CC(=O)C1=C(NC(=O)c2ccccc2F)C[C@@H]2[C@H]1C2(C)C,-1,1%,-4,1%,-5%,5%,-21,29,9%,-8%
O=C(COc1ccc2ccccc2c1Br)NC(=S)Nc1cccc(CO)c1,-7,-3%[46.1 µM],-3,?,2%,1%,0,10,10%,-7%
CC1(C)Cc2c(C#N)c(NCCCO)nc(-c3ccccc3)c2CO1,-2,-7%,19,?,0%,16%,-3,22,-6%,4%
CCCN(CCC)C(=O)c1c(C)[nH]c(C(=O)OCC)c1C,.,-1%[46.1 µM],.,5%,1%,-5%,12,15,1%,-7%
Cn1c(CCNC(=O)c2ccccc2F)nnc1SCc1nc2ccccc2c(=O)[nH]1,-6,12%,-11,7%,1%,5%,6,2,3%,2%
COc1ccccc1N1CCN(C2CC(=O)N(c3ccc(F)cc3)C2=O)CC1 (stereo not drawn),-6,3%,-12,0%,-1%,-1%,3,-1,-8%,-21%

# Random excerpt: 4 compounds from above
SMILES,hERG WT inh,TCR act,KCNH2 3.1 inh,ELG1 DNA repair,USP2a inh,AT treatment,TSHR antagonist,TRPV1 ag,Mito fusion yeast,Eya2 inh
O=C(O)c1ccc(Nc2c3ccccc3nc3ccccc23)cc1,-5,0%,0,0%,-1%,28µM*,30,2,-4%,4%
Cc1cccc(C)c1NC(=O)COC(=O)CN1C(=O)C2CCCCC2C1=O (stereo not drawn),11,.,7,4%,1%,4%,-5,-1,-2%,14%
O=C(COc1ccc2ccccc2c1Br)NC(=S)Nc1cccc(CO)c1,-7,-3%[46.1 µM],-3,?,2%,1%,0,10,10%,-7%
COc1ccccc1N1CCN(C2CC(=O)N(c3ccc(F)cc3)C2=O)CC1 (stereo not drawn),-6,3%,-12,0%,-1%,-1%,3,-1,-8%,-21%

# (continued)
SMILES,hERG WT inh,TCR act,KCNH2 3.1 inh,ELG1 DNA repair,USP2a inh,AT treatment,TSHR antagonist,TRPV1 ag,Mito fusion yeast,Eya2 inh
Cc1cc(NC(=O)c2n[nH]c(=O)c3ccccc23)ccc1Br,2,3%,35,?,2%,5%,1,.,3%,-8%
Cc1c(NC(=O)CN2CC(C)OC(C)C2)c(=O)n(-c2ccccc2)n1C (stereo not drawn),2&-2,6%&0%,3&8,0%,-2%,4%,-2,-1,-4%,18%
CN1C2C=C3C(C#N)=C(N)C(C#N)(C#N)C(c4ccc(Br)cc4)C3C1CC2 (stereo not drawn),9,-10%[46.1 µM],-3,0%,3%,-1%,-8,1,-5%,0%
C/C(=N\NC(=O)c1cccc(S(=O)(=O)Nc2ccc(C)cc2C)c1)c1ccncc1,-5,-3%,-9,-11%,-1%,0%,-2,1,-1%,-19%
O=C(CSc1ncc(-c2ccccc2)[nH]1)Nc1cccc(O)c1,-22,.,-11,16µM*,-8%,.,35,-2,-1%,4%
Cc1cc(C(F)F)n2nc(C(=O)Nc3cc(C)on3)nc2n1,-1,4%,16,0%,0%,-4%,-3,-2,-6%,-2%
COc1ccc(S(=O)(=O)N(C)CC(=O)N2CCN(c3ccccc3)CC2)cc1,-5,5%,-3,?,-4%,14%,31,-1,7%,-25%
CS(=O)(=O)N(Cc1ccccc1)c1ccc(C(=O)Nc2cccnc2)cc1,21,-4%[46.1 µM],5,-8%,2%,4%,-11,2,0%,3%
O=C(COC(=O)/C=C/c1ccc(F)cc1)Nc1ccc(Cl)cn1,-2,-4%,-7,9%,4%,4%,6,1,-3%,-7%
C1CCCCCC(NCCN2CCNCC2)CCCCC1,-1,1%,2,?,0%,23%,-2,6,-3%,1%
O=C(N/N=C\c1ccc([N+](=O)[O-])o1)c1cncc(Br)c1,6,10%,1,16µM*,-1%,15%,-4,2,-7%,1%
Cc1cccc(C)c1NC(=O)c1ccc(N2CCCC2=O)cc1,0,2%,5,14%,3%,-12%,-12,1,2%,7%
Cc1cc(C)n2nc(S(=O)(=O)NC(C)(C)C)nc2n1,2,-3%,-12,-5%,3%,2%,5,-1,-1%,-3%
O=C(NCc1ccco1)c1ccc2c(c1)C(=O)N(C1CCCCC1)C2=O,-1,-1%,-6,-12%,1%,-1%,12,?,3%,7%
COCCn1nnnc1SCC(=O)c1ccccc1,-4,-9%,-13,?,3%,5%,-7,3,-3%,-7%
NC(=O)COC(=O)c1cccc(NS(=O)(=O)/C=C/c2ccccc2)c1,-9,7%[46.1 µM],.,-14%,3%,1%,-11,-7,-1%,3%
CN1CCN(c2ccc(CNC(=O)c3cc4ccccc4o3)cc2)CC1,9,1%,9,-14%,0%,-1%,-1,-3,-3%,-2%
CCOC(=O)C1=C(C)N=c2s/c(=C/c3ccco3)c(=O)n2C1c1cccc(OC)c1 (stereo not drawn),-12,8%,14,?,-10%,-18%,-29,-6,-2%,11%
O=S(=O)(c1ccccc1)N1N=C(c2ccccc2)CC1c1ccccc1F (stereo not drawn),-1,11%,0,-10%,3%,0%,1,7,11%,-25%
Cc1cc(N2C(=O)CCC2=O)ccc1NC(=O)c1cccs1,5,-4%,-7,9%,0%,-2%,-1,1,-4%,17%
O=C(c1cnn2c(C(F)(F)F)cc(-c3ccccc3)nc12)N1CCCc2ccccc21,-10,.,10,1%,-12%,-8%,-6,27,-5%,-4%
Cc1ccc2c(c1)N(C(=O)NC1CCCCC1)C(C)(C)CC2C (stereo not drawn),-33,3%,2,?,3%,0%,4,0,0%,-29%
CC(C(=O)Nc1cccc(Br)c1)c1ccc([N+](=O)[O-])cc1 (stereo not drawn),-7,-3%[46.1 µM],-24,10%,0%,9%,10,2,?,-4%
O=C(O)c1cccc(NC(=O)C2CC(=O)N(Cc3ccccc3)C2)c1 (stereo not drawn),-7,-1%,2,-1%,1%,3%,-14,-2,-2%,-16%
CC(=O)Nc1ccc(Cc2ccncc2)cc1,-17,-3%,-7,0%,2%,0%,-3,2,1%,14%
CCn1cc(CNCc2c(C(=O)N3CCCCC3)nc3c(C)cccn23)cn1,5,1%,12,6%,3%,0%,1,2,0%,-7%
C/C(=N\NC(=O)C1COc2ccccc2O1)c1cc2ccccc2o1 (stereo not drawn),-1,4%,.,-16%,1%,-1%,1,13,6%,6%
CSc1nccc(NC(=O)c2cccc(Br)c2)n1,39,-3%,15,?,-3%,-10%,-2,1,?,-6%
CCN(CC)c1ccc(NC(=O)CCS(=O)(=O)c2cccc3nsnc23)c(C)c1,-17,.,-14,-1%,-1%,6%,1,0,-1%,?
C[C@@H](NC(=O)c1[nH]cnc1C(=O)Nc1cccc(Cl)c1)c1ccccc1,0,-3%,9,?,-2%,-3%,-16,?,?,0%
CC(C)(C)C(=O)Cn1c(NCCCO)nc2ccccc21,0,-9%,5,13%,2%,7%,-7,0,0%,-6%
COc1ccccc1CC(=O)N1CCOCC1,-2,-1%,-6,-30%,0%,13%,-2,1,0%,9%
Cc1ccc(CCNC(=O)c2nnc(CS(=O)(=O)c3ccccc3)o2)cc1,1,-7%,0,0%,3%,6%,9,-1,0%,4%
COc1ccc2c(c1)cc1n2CCN=C1NCCO,6,1%,7,-4%,3%,-1%,1,-3,-1%,13%
CCc1cc2c(COC(=O)c3c(C)noc3C)cc(=O)oc2cc1O,-1,1%,-7,-18%,-4%,4%,-3,3,-1%,3%

# High-throughput results: PubChem, National Center for Advancing Translational Sciences (NCATS)
